From PubChem BioAssay
AmpC inh detg: blocks E. coli AmpC beta-lactamase in detergent assay; AID 485294; 0.041% of 370,000 active; Potency, µM (titrated, usually from 114 µM), for inactives: top-dose activity change, negative = inhibition, most hits filed as inhibitors; P00811; AmpC hydrolysis of nitrocefin, absorbance 480 nm, 0.01% Triton;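 note: potency is the fitted concentration of half-maximal effect; 0% = no-compound wells and -100% = no-enzyme wells; nearly all actives have a fitted effect of over 25% in size; some results filed as inactive show a strong effect at the top dose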
Target sequence (P00811 whole entry, looked up): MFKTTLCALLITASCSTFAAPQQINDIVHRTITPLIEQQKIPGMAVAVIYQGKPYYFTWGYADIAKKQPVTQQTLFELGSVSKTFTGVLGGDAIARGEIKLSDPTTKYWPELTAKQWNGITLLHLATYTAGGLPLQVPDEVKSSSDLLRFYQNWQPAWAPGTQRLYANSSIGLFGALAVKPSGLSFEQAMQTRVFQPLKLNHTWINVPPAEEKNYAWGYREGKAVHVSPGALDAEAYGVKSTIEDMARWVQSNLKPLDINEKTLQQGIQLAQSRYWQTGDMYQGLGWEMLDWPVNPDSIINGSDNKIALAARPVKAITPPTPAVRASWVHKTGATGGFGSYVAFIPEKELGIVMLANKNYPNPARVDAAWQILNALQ
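20 mM phosphate pH 7.0 + 0.01% (detergent screen) or 0.0001% Triton X-100; 5.3 nM AmpC reagent; cpd preinc 15 min RT; nitrocefin (800 uM stock) to start; A480 q20 s × 4 min; Activity was normalised to no-enzyme and no-compound control wells.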
Giardia FBPA inh: blocks Giardia fructose-bisphosphate aldolase activity. purified Giardia FBPA. Potency, µM (doses to about 59.6 µM), inactives show at the highest dose activity, negative = inhibition, hits mostly inhibitors. A8B2U2. 0.71% of 290,000 active. AID 2451; note: potency is the fitted concentration of half-maximal effect; nearly all actives have a fitted effect of over 55% in size
Target sequence (A8B2U2 whole entry, looked up): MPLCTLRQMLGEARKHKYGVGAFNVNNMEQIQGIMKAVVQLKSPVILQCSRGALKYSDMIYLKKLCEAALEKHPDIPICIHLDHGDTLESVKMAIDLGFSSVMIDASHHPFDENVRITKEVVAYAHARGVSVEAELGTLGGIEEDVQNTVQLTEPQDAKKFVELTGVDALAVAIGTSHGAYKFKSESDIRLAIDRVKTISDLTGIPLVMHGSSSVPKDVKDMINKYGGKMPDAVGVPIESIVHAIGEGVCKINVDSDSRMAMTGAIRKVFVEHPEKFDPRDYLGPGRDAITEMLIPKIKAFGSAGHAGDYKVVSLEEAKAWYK
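Giardia FBPA (40 nM reagent) was preincubated 10 min at RT with compound (up to 57.5 uM final), then substrate plus GAPDH/TPI/NAD/arsenate coupling system with diaphorase/resazurin was added; resorufin fluorescence (525/598 nm) was read after 20 min.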
Sm TGR block: inhibitors of Schistosoma mansoni thioredoxin glutathione reductase. 3% of 360,000 active. purified TGR, DTNB reduction, TNB absorbance 405 nm. Q962Y6. Potency, µM (doses to about 114 µM), for the others: at the highest dose activity change, negative = inhibition, most hits filed as inhibitors; note: potency is the fitted concentration of half-maximal effect; nearly all actives have a fitted effect of over 60% in size
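Kinetic colorimetric format: TGR-catalysed, NADPH-driven DTNB reduction monitored via TNB absorbance. Enzyme dispensed at 20 nM; compound exposure 15 min at room temperature before reaction start.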
AMA1 RON2 block: disrupts binding of P. falciparum AMA1 to RON2. AlphaScreen AMA1-biotinylated RON2 peptide binding. Potency, µM (doses to about 58.2 µM), for the others: top-dose activity change, negative = inhibition, most hits filed as inhibitors. 0.2% of 360,000 active;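 note: potency is the fitted concentration of half-maximal effect; 0% = vehicle wells and -100% = peptide control; nearly all actives have a fitted effect of over 45% in size; some results filed as inactive show a strong effect at the top dose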
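AMA1 (3D7) with his tag at 25 nM final met compounds first, then biotinylated RON2 peptide at 25 nM; detection used donor plus acceptor beads, 10 µg/mL apiece, read by AlphaScreen after 30 min at room temperature.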
HCV inh: inhibitors of hepatitis C virus infection; Huh7.5.1 HCVcc-Cre infection, luciferase reporter, 44 h; Potency, µM (series often up to 41.8 µM), without a hit: at the highest dose activity change, negative = inhibition, hits mostly inhibitors; 3.4% of 340,000 active; AID 651820; note: potency is the fitted concentration of half-maximal effect
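Antiviral activity was scored by luciferase reporter output from cells infected with HCVcc-Cre (~0.5 moi) in presence of compound, 44 h infection period, cells seeded 1,000/well 4 h prior.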
HCMV antiviral: human cytomegalovirus inhibition; HFF cells, HCMV-luciferase reporter, 72 h; stronger effect = lower value; activity change, negative = inhibition, % at 57.5 µM; 4.5% of 410,000 active; AID 1259415; in the data active = activity change below about -60%; inconclusive = no clear call, values can overlap the other calls; inactive = above about -39%
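Screen run at 2 compound doses on HFFs infected with reporter HCMV, MOI 1 PFU/cell. Luciferase activity from cell lysates at 72 h post infection gave inhibition relative to buffer-only and Salinomycin wells.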
An asterisk follows results filed as active; ? = inconclusive; · = not tested or not shown; [ ] = dose if it differs, or a comment. Unless noted, calls come from the whole dose curve; as a rule, active = well fitted curve in the direction sought with a large enough effect; inconclusive = small, poorly fitted or top-dose-only effect, or another doubt; inactive = no such curve, though single readings can be large; an effect the other way counts as inactive or inconclusive. Unless noted, % is set by controls: 0 for no effect and ±100 for the full control effect. Hits appear at their usual frequency; 9.3% or so of the library scored in one or more.

cpd	Structure	AmpC inh detg	Giardia FBPA inh	Sm TGR block	AMA1 RON2 block	HCV inh	HCMV antiviral
1	O=C(COc1ccc2c(-c3ccccc3)cc(=O)oc2c1)NCCCn1ccnc1	0.9%	7.1%	13.2%	8.1%	?	-8.7
2	COc1ccc(C(=O)Nn2cnc3ccccc3c2=O)cc1[N+](=O)[O-]	?	13.5%	-11.0%	-3.4%	6.3%	25.7
3	CC(C)c1csc2nc3n(c(=O)c12)CCCCC3	1.6%	7.0%	·	6.4%	-10.9%	-5.7
4	CCc1cc(=O)oc2c3c(cc(OCC(=O)NCCCCCC(=O)O)c12)OC(C)(C)CC3	-9.8%	-7.1%	5.7%	-1.0%	-5.2%	-33.2
5	CC1CCCN(CCCNC(=O)c2ccc3c(c2)N(Cc2ccc(F)cc2)C(=O)c2ccccc2S3=O)C1 (configuration not stated)	1.0%	·	-3.8%	-10.8%	?	-21.9
6	COc1ccc(Cl)cc1C(=O)NNC(=O)COC(=O)CC(NC(C)=O)c1ccccc1 (configuration not stated)	-13.3%	·	0.5%	61.3%[activator]	22.5%	2.1
7	COc1ccc(Cl)cc1NC(=O)CS(=O)(=O)c1cccc2nsnc12	2.4%	-8.5%	2.2%	-13.4%	?	-17.0
8	CCOc1cc(C(=O)Nc2cnccn2)cc(OCC)c1OCC	-17.7%	-3.9%	4.7%	0.7%	?	67.8
9	COc1ccc(/C=C/C(=O)Oc2ccc(/C=N/NC(=O)c3ccncc3)cc2)cc1	-3.0%	-5.5%	6.5%	7.9%	4.0%	-17.0
10	CC(=O)N[C@@H](Cc1c[nH]c2ccccc12)C(=O)OCc1ccc(C#N)cc1	-3.1%	7.2%	6.4%	1.2%	5.8%	21.7
11	CCn1c(=O)cc(SCC(=O)Nc2cccnc2)c2ccccc21	?	9.7%	6.3%	-1.3%	?	36.4
12	CCCNC(=O)c1cc(-c2ccc(OC)cc2)n(CCCOC)c1C	-9.7%	1.2%	3.1%	-23.5%	15.3%	-25.3
13	COc1ccc(-n2c(SCC(C)=O)nc3sc(C)c(C)c3c2=O)cc1	?	-2.1%	-12.8%	0.6%	-6.1%	32.5
14	CSc1nc(NC(C)C)nc(NC(C)C)n1	·	7.4%	·	-15.1%	16.5%	21.5
15	CC(C)CCN1CCN(Cc2ccsc2)CC1CCO (configuration not stated)	4.8%	1.6%	7.3%	5.6%	13.3%	-12.8
16	CCc1ccc(/C=C/c2c([N+](=O)[O-])c(=O)n(C)c(=O)n2C)cc1	3.9%	2.6%	3.1%	0.0%	?	-97.9*
17	O=C(COc1ccc(F)cc1)N1CCC(c2ccccc2)C1 (configuration not stated)	3.9%	5.2%	-2.9%	-12.9%	5.7%	40.9
18	CC(C)CC(C(=O)OCC(=O)N1CCN(c2ccccc2)CC1)N1C(=O)c2ccccc2C1=O (configuration not stated)	·	·	·	-2.1%[11.6 µM]	4.0%	4.6
19	O=C(N/N=C/c1ccc(OC(=O)c2cccc(Br)c2)cc1)c1cccnc1	-0.7%	·	1.1%	20.0%	-12.5%	2.4
20	O=C(C1CCC(CNc2c(N3CCCCC3)c(=O)c2=O)CC1)N1CCc2ccccc2C1 (configuration not stated)	?	3.2%	-11.4%	4.2%	-6.5%	23.1
21	COc1cc(N2C(=O)NC3CC2(C)Oc2ccccc23)cc(OC)c1OC (configuration not stated)	7.5%	2.1%	3.4%	9.6%	1.8%	54.6
22	CCNC(=O)Cn1c(=O)c2c(ncn2Cc2ccccc2)n(Cc2ccccc2)c1=O	-5.9%	-0.4%	12.5%	2.3%	26.9%	-15.8
23	COc1ccc(N(C(=O)Cn2nnc3ccccc32)C(C(=O)NC(C)(C)C)c2ccc(OC)c(O)c2)cc1 (configuration not stated)	-3.3%	-3.0%	-1.7%	-1.3%	33.3%[activator]	1.1
24	CCCc1cc(=O)oc2cc3occ(C)c3cc12	?	0.4%	23.0%	2.2%	2.24µM*	-21.9
25	CCCCn1c(N)c(N(CCC(C)C)C(=O)COC(=O)c2cccnc2Cl)c(=O)[nH]c1=O	?	·	-6.4%	10.1%	-10.4%	0.0
26	CCCn1c(C2CCCN2c2nc(C)cs2)nc2cc(Cl)c(Cl)cc21 (configuration not stated)	-4.0%	-1.0%	-3.4%	-10.0%	2.5%	1.2
27	O=C1Nc2ccccc2CCc2ccccc21	-5.3%	·	-30.1%	-3.4%	19.6%	-8.9
28	Cc1csc(NC(=O)C2C3C=CC(O3)C2C(=O)O)n1 (configuration not stated)	?	2.3%	?	1.8%	-6.1%	60.8
29	Cn1/c(=N/N=C/c2ccc(Cl)c([N+](=O)[O-])c2)sc2ccccc21	?	2.7%	1.1%	-7.1%	4.1%	228.7
30	O=C(NCc1ccccn1)c1n[nH]c2ccccc12	?	-9.1%	-0.9%	98.0%[activator]	-7.3%	62.9
31	COc1ccccc1C(=O)N/N=C(\C)CC(=O)Nc1ccccc1NC(C)=O	?	-20.1%	-7.4%	13.5%	2.2%	54.8
32	Cc1sc2ncn(CC(=O)NCC3COc4ccccc4O3)c(=O)c2c1S(=O)(=O)N1CCOCC1 (configuration not stated)	8.6%	5.2%	-4.2%	-6.7%	-4.5%	9.3
33	CCOCCCN(C(=O)Cn1nnc(-c2ccc(C)o2)n1)C(C(=O)NCC1CCCO1)c1ccc(F)cc1 (configuration not stated)	-5.1%	2.3%	-0.4%	-1.2%	-11.9%	-18.7
34	COc1cc(C(=O)NC(C)CCc2ccccc2)cc(OC)c1OC (configuration not stated)	-18.0%	11.5%	6.6%	1.6%	9.2%	92.8
35	CCOc1ccc(CCNC(=O)COC(=O)c2cccnc2OCC)cc1OCC	-11.8%	-11.3%	-35.5%	3.4%	-23.0%	74.5
36	COC(=O)c1sccc1NC(=S)Nc1cc(OC)ccc1OC	-7.6%	-25.6%	-23.0%	31.8%[activator]	12.7%	-2.9
37	COC(=O)c1c(-c2ccc(F)cc2)csc1NC(=O)C1CCCO1 (configuration not stated)	2.6%	-1.2%	2.6%	-20.7%	?	24.0
38	C/C(=N\NC(N)=S)c1ccccc1	-3.5%	15.8µM*	6.2%	132.4%[activator]	-14.3%	-29.3
39	CCOc1ccc(/C=N/NC(=O)c2ccccc2NC(=O)c2ccc(OC)cc2)cc1	-1.1%	-3.1%	2.2%	16.0%	0.4%	108.1
40	Cc1cccc(Nc2nc(N)nc(CN3CCC(C(N)=O)CC3)n2)c1C	-3.4%	-2.5%	2.0%	-4.3%	11.0%	30.8

Two compounds drawn at random from those above:
cpd	Structure	AmpC inh detg	Giardia FBPA inh	Sm TGR block	AMA1 RON2 block	HCV inh	HCMV antiviral
34	COc1cc(C(=O)NC(C)CCc2ccccc2)cc(OC)c1OC (configuration not stated)	-18.0%	11.5%	6.6%	1.6%	9.2%	92.8
37	COC(=O)c1c(-c2ccc(F)cc2)csc1NC(=O)C1CCCO1 (configuration not stated)	2.6%	-1.2%	2.6%	-20.7%	?	24.0

One compound at a time, from the list above. Order of screens: AmpC inh detg | Giardia FBPA inh | Sm TGR block | AMA1 RON2 block | HCV inh | HCMV antiviral
CCOc1ccc(/C=N/NC(=O)c2ccccc2NC(=O)c2ccc(OC)cc2)cc1 reads -1.1% | -3.1% | 2.2% | 16.0% | 0.4% | 108.1
COc1cc(C(=O)NC(C)CCc2ccccc2)cc(OC)c1OC (configuration not stated) reads -18.0% | 11.5% | 6.6% | 1.6% | 9.2% | 92.8

Further results:
cpd	Structure	AmpC inh detg	Giardia FBPA inh	Sm TGR block	AMA1 RON2 block	HCV inh	HCMV antiviral
41	O=C(CC1Nc2ccccc2NC1=O)NCCCN1CCCCCC1 (configuration not stated)	3.4%	?	-1.1%	-1.0%	29.9%	-3.4
42	Cc1nc2ccccc2cc1OCc1ccc(Cl)cc1	-10.2%	8.7%	7.4%	5.9%	7.08µM*	-75.4*
43	O=S(=O)(Cc1ccccc1)N1CCCCC1	-9.1%	-9.5%	0.2%	14.8%	-10.7%	-20.8
44	c1coc(CNc2ncnc3c2oc2ccccc23)c1	1.1%	2.7%	-31.8%	-2.9%	?	?
45	Cc1ccc(N2CCN(C(=O)c3ccccc3Br)CC2)c(C)c1	?	7.2%	0.1%	-0.4%	-5.6%	-27.5
46	CCN(CC(=O)Nc1ccc(NC(C)=O)cc1)C(=O)CSCC(=O)Nc1ccc(C)cc1	-17.1%	·	-2.3%	19.3%	7.8%	11.3
47	O=C(Nc1ccc(Oc2cccnc2)cc1)C1CCN(Cc2ccccc2)CC1	4.5%	·	-17.1%	-8.7%	-27.3%	-5.2
48	CSc1c(-c2ccccn2)c(N)nn1C(=O)C1CC1	-3.2%	1.1%	-6.9%	-14.3%	-20.3%	12.2
49	O=C(CCn1cnc2ncccc2c1=O)N1CCN(c2cccc(Cl)c2)CC1	-7.9%	-0.4%	7.9%	5.9%	-0.6%	-0.5
50	CCOc1ccccc1NC(=O)Cn1c(=O)n(CCC(=O)NC2CCCC2)c(=O)c2ccccc21	?	-0.2%	1.8%	·	·	·
51	COc1cccc2cc(C(=O)NC(C)c3ccccc3)c(=O)oc12 (configuration not stated)	2.5%	5.4%	5.8%	8.2%	-7.0%	4.1
52	CCN(CC)c1ccc(NS(=O)(=O)c2ccc(OC)cc2)cc1	6.4%	-6.4%	·	-8.8%	2.3%	-20.9
53	CN(CCc1ccccc1)C1CCCN(C(=O)Cn2cccn2)C1 (configuration not stated)	-12.3%	·	-20.3%	10.5%	22.0%	-10.0
54	O=S1(=O)[C@H]2C[C@@H]3CC[C@]2(CN1Cc1cccc(F)c1)O3	-0.5%	1.9%	3.4%	0.7%	24.9%	-0.3
55	Cc1cc(Cl)cc(C)c1OCCCCn1ccnc1	?	4.4%	-12.5%	-4.9%	?	-31.2
56	O=C1/C(=C/c2ccccc2Cl)SC(=S)N1CCC(=O)N1CCCCC1CCO (configuration not stated)	-7.0%	-3.3%	-2.4%	-10.9%	17.7%	-80.9*
57	O=C(COC(=O)[C@H](Cc1ccccc1)NC(=O)c1ccco1)Nc1ccccc1OC(F)F	·	·	·	-9.4%[11.6 µM]	11.2%	7.7
58	Cc1ccc(Nc2nc(N)nc(CN3CCN(Cc4ccc5c(c4)OCO5)CC3)n2)c(C)c1	-1.3%	20.2%	4.5%	23.7%	?	-23.0
59	COc1cccc(CNC(=O)CCCSc2ccccc2)c1	?	3.1%	-7.1%	29.9%	?	20.0
60	CCc1ccc2[nH]c(=O)c(-c3ccccc3)c(O)c2c1	-11.9%	11.5%	-8.2%	-11.5%	8.0%	-17.9
61	COc1ccc(S(=O)(=O)NC2CC(C)(C)NC(C)(C)C2)c2ccccc12	-19.6%	0.9%	3.3%	-15.1%	-23.0%	-19.3
62	CC(C)(C)c1ccc(C(=O)Nc2ccc(CC(=O)O)cc2)o1	-1.4%	-0.7%	-6.1%	11.9%	-4.2%	-74.1*

Of the compounds above, these have bromine:
cpd	Structure	AmpC inh detg	Giardia FBPA inh	Sm TGR block	AMA1 RON2 block	HCV inh	HCMV antiviral
19	O=C(N/N=C/c1ccc(OC(=O)c2cccc(Br)c2)cc1)c1cccnc1	-0.7%	·	1.1%	20.0%	-12.5%	2.4
45	Cc1ccc(N2CCN(C(=O)c3ccccc3Br)CC2)c(C)c1	?	7.2%	0.1%	-0.4%	-5.6%	-27.5
